HTT cytoprotect = cytoprotection in Huntington HTT-Q103 PC12 cell model; 230,000 tested, 0.14% active; Potency, µM (titrated, usually from 56.4 µM), for the others: cytoprotection (ATP increase), hits mostly activators; AID 1471; PC12 HTT-Q103 induced, cytoprotection, ATP luminescence, 40 h;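 further: potency means the concentration at half of the fitted maximal effect; % of control where 0% means no effect; nearly all actives have a fitted effect of over 45% in size; toxic huntingtin expression switched on by the ecdysone agonist tebufenozide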
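Quantitative HTS on tebufenozide-induced (100 nM) PC12 cells expressing HTTQ103 exon 1–GFP; compounds tested as a concentration series; survival measured via cellular ATP.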
LMNA splice mod = modulators of lamin A splicing; HeLa LMNA splicing GFP/RFP minigene ratio, 48 h; AID 1487; Potency, µM (top dose mostly 46.1 µM), inactives show at the highest dose ratio change, negative = inhibition, usual class: inhibitors; 200,000 tested, 0.01% active; active means well fitted inhibition curve with a large enough effect in the signal ratio, with a control signal flat, not every such curve was filed as active; inconclusive means small, poorly fitted or top-dose-only effect, or effect the other way, or a change in a side signal; the % refers to the signal ratio; further: potency means the concentration at half of the fitted maximal effect; on the % scale 0 is the no-effect control and ±100 the full control effect
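Read-out is the ratio of GFP to DsRed2 object intensity, acquired by 488 nm laser-scanning cytometry on HeLa lamin A-EGFP minigene reporter cells. Compound incubation 48 hrs at 37 °C in Opti-MEM with 2% FBS; DMSO 0.5% final.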
Luc counter = blocks Kinase-Glo luciferase, a counter-screen artifact; Q27757; Kinase-Glo luciferase, ATP luminescence, 8 min; Potency, µM (titrated, usually from 38.3 µM), without a hit: at the highest dose activity change, negative = inhibition, hits mostly inhibitors; 200,000 tested, 0.28% active; further: potency means the concentration at half of the fitted maximal effect; on the % scale 0 is the no-effect control and ±100 the full control effect; nearly all actives have a fitted effect of over 60% in size
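Substrate mix (final 50 mM imidazole pH 7.2, 50 mM KCl, 7 mM MgCl2, 10 uM ATP, 0.01% Tween 20, 0.05% BSA) plus pin-tool compound, then Kinase-Glo detection mix; 8 min ambient, luminescence read.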
SMN2 splice enh = SMN2 splice variant enhancement; Potency, µM (top dose mostly 46.1 µM), inactives show top-dose activity change, positive = activation, usual class: activators; HEK293 SMN2-luciferase splicing reporter, luminescence, 30-36 h; 210,000 tested, 2.8% active; further: potency means the concentration at half of the fitted maximal effect; % of control where 0% means no effect; nearly all actives have a fitted effect of over 55% in size
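HEK293 cells carry an SMN2 […]–luciferase reporter in which exon 7 inclusion puts luciferase in frame. Cells were plated 10-12 h before compound addition, then incubated 30-36 h at 37C. ONE-Glo luminescence was read; sodium butyrate at 4.5 mM final served as control.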
CBFb RUNX1 block = CBF-beta/RUNX1 interaction disruption; AlphaScreen CBFb-His/RUNX1-biotin binding, biochemical; Q01196+Q13951; Potency, µM (highest dose often 59.8 µM), without a hit: top-dose activity, negative = inhibition, usual class: inhibitors; 230,000 tested, under 10 active; further: % of control where 0% means no effect
Target sequence (Q01196 whole entry, looked up): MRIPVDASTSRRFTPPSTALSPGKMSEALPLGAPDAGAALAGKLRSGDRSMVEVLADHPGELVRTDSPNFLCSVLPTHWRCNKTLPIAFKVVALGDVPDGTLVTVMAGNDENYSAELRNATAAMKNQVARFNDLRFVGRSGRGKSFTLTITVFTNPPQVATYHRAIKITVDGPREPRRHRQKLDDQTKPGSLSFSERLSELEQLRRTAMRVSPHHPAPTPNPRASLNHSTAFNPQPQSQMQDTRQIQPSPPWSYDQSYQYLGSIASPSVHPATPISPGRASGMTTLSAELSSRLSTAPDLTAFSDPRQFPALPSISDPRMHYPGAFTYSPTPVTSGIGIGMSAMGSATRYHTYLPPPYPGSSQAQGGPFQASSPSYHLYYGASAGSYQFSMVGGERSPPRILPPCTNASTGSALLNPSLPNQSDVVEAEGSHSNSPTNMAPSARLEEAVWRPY
Target sequence (Q13951 whole entry, looked up): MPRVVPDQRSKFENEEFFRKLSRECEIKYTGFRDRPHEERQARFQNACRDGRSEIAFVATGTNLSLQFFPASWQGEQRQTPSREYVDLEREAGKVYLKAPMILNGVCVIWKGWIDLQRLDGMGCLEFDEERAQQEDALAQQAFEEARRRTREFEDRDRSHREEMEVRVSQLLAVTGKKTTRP
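AlphaScreen binding: CBFb-His and RUNX1-biotin (30 nM each) preincubated 20 min, compound added for 15 min, then nickel and streptavidin beads for 90 min, all at room temperature. Disruption of the interaction by any mechanism counts as activity.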
IMPase Li inh = membrane-permeable IMPase blocker, potentiated with lithium; Potency, µM (series often up to 59.4 µM), inactives show at the highest dose activity, negative = IMPase inhibition, most hits filed as inhibitors; CHO-M1 cells, IP1 TR-FRET (IP-One), carbachol + lithium; 210,000 tested, 0.35% active;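 further: IP1 builds up when IMPase is blocked and the TR-FRET signal falls; potency means the concentration at half of the fitted maximal effect; plate controls were basal vehicle for no effect and high inhibitor control for full effect; nearly all actives have a fitted effect of over 50% in size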
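Steps: plate 2000 CHO-M1 cells per well and culture 16–30 h; add compound and lithium; incubate 30 min, 37C; add d2-IP1 tracer and Eu cryptate anti-IP1 antibody in lysis buffer; read after 10 min at room temperature.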
HttQ103 aggreg = mutant huntingtin aggregation inhibition | PC12 HttQ103-GFP aggregates, Acumen cytometry, 40 h | Potency, µM (top dose mostly 46.1 µM), without a hit: top-dose activity change, negative = inhibition, usual class: inhibitors | 220,000 tested, 1.1% active | AID 1688; further: potency means the concentration at half of the fitted maximal effect; on the % scale 0 is the no-effect control and ±100 the full control effect; nearly all actives have a fitted effect of over 60% in size
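Steps: seed 1500 PC12 HTTQ103-GFP cells/well; add tebufenozide, 100 nM final; add compound titration; add ATPLite reagent; quantify GFP aggregates by laser scanning cytometry.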
* = called active by the depositor; ? = inconclusive; . = no result given; [ ] = remark or other dose. Unless noted, the call rests on the fitted dose curve; in most records, active means well fitted curve in the direction sought with a large enough effect; inconclusive means small, poorly fitted or top-dose-only effect, or another doubt; inactive means no such curve, though single readings can be large; an effect the other way counts as inactive or inconclusive.

SMILES,LMNA splice mod,HttQ103 aggreg,SMN2 splice enh,CBFb RUNX1 block,IMPase Li inh,HTT cytoprotect,Luc counter
Cc1ccc(S(=O)(=O)C2(C(=O)Nc3ccc(Br)cc3)CC2)cc1,.,-4%,-10%,4%,-1%,-27%,2%
CCOC(=O)CSCc1nc(-c2ccc(Cl)cc2)oc1C,-3%,-3%,-19%,-3%[2.36 µM],0%,-4%,12%
CCOC(=O)N1CCN(C(=O)c2cc(COc3ccc4ncccc4c3)on2)CC1,?,-8%[9.22 µM],.,1%,21%,15%[10 µM],4%
CC(C)N(C(=S)Nc1cccc(S(=O)(=O)N(C)C)c1)c1ccccc1,.,-10%[9.22 µM],.,4%,.,1%[10 µM],.
Cn1nnnc1SCC(=O)NCCc1ccc(Cl)cc1,5%,1%,34%,0%,-32%[38.3 µM],-9%,-2%
O=C(OCC(=O)N1CCc2ccccc21)c1ccc(Cl)nc1,10%,23%,-5%,2%,0%[38.3 µM],9%,1%
CC1(C)C2([N+](=O)[O-])CN3CC1([N+](=O)[O-])CN(C2)C31CCCC1,12%,6%,-4%,1%,0%[38.3 µM],-11%,0%
COc1ccc(N2C(=O)CS/C2=C\[N+](=O)[O-])cc1,1%,11%,-7%,-14%,7%[38.3 µM],-7%,1%
CC(C)N(Cc1nc(-c2ccc(Cl)cc2)no1)C(=O)/C=C/c1ccccc1,?,-8%,-18%,27%,10%,12%[10 µM],0%
COc1ccc(-n2c(=O)c(-c3cccs3)nc3cnc(Oc4ccccc4)nc32)cc1,.,.,-3%,.,4%,22%,0%
O=C(NCc1cccnc1)c1ccc(COc2ccccc2Br)cc1,?,-28%,-23%,11%,15%,.,-2%
O=C(CCCn1c(SCC(=O)c2ccccc2)nc2ccccc2c1=O)NCC1CCCO1 (centres undefined),6%,?,-8%,13%,12%[38.3 µM],0%,1%
O=C(Nc1ccccc1N1CCN(C(=O)c2ccccc2)CC1)c1cc(Br)ccc1Cl,-10%,-23%,-15%,-7%,-1%[38.3 µM],-48%[inhibitor],-4%
COc1ccc(/C=C(\NC(=O)c2cccs2)C(=O)Nc2ccc(C)cc2)cc1OC,3%,5%,?,11%,2%,7%[10 µM],1%
COc1nccnc1NS(=O)(=O)c1ccc(NC(=S)NC(=O)c2cccnc2)cc1,.,-11%[9.22 µM],.,2%,.,-3%[10 µM],.
COc1cccc(N/C(SCc2cccc([N+](=O)[O-])c2)=C(/C#N)C(N)=O)c1,12%[46 µM],?,-19%,-9%,2%,?,1%
Cc1ccc(C2=NN(CC(=O)NCc3cccs3)C(=O)CC2)cc1,.,-8%,11%,1%,2%,.,3%
c1ccc2c(Nc3ccncc3)nc(-c3ccc4c(c3)OCO4)nc2c1,?,.,-13%,.,1%,-66%[inhibitor],-4%
CCNC(=O)CSc1nc2cc([N+](=O)[O-])ccc2n1-c1cccc(C(F)(F)F)c1,-17%,-7%,-11%,-3%,4%,15%[1.9 µM],1%
N#Cc1c(NC(=O)c2ccc(N3CCOCC3)c([N+](=O)[O-])c2)sc2c1CCCC2,-8%,5.6µM*,3%,9%,7%,-6%[1.9 µM],-2%

More compounds.
SMILES,LMNA splice mod,HttQ103 aggreg,SMN2 splice enh,CBFb RUNX1 block,IMPase Li inh,HTT cytoprotect,Luc counter
Cn1c2c(c(=O)n(C)c1=O)C(NC(=O)c1cccs1)(C(F)(F)F)C(=O)N2 (centres undefined),-2%,21%,-3%,1%,-16%[38.3 µM],5%,-6%
Cc1nc(-c2coc3cc(O)c(C)cc3c2=O)cs1,-8%,14%,25µM*,5%,38%[38.3 µM],-68%[inhibitor],?
Cc1nn(Cc2ccccc2)c(Cl)c1C(=O)NCc1ccco1,12%[46 µM],-7%,-6%,-5%,-6%,-4%[10 µM],1%
O=C1C2C3C=CC(C3)C2C(=O)N1/N=C/c1cn(Cc2ccccc2)c2ccccc12 (centres undefined),7%,4%,-5%,-2%,-11%[38.3 µM],18%,-3%
Cc1ccccc1CC1(CO)CCCN(Cc2cn[nH]c2-c2ccccc2)C1 (centres undefined),.,14%[9.22 µM],.,2%,-2%,2%[10 µM],.
Cc1cc(=O)oc2cc(NC(=O)C3COc4ccccc4O3)ccc12 (centres undefined),-6%,12%,?,11%,10%[38.3 µM],-36%,0%
O=C(Cc1noc2ccccc12)Nc1ccc2ccccc2c1,-18%,-14%,6%,1%,7%,-12%[10 µM],1%
Cc1cc(C)c2c(NC(=S)NC(=O)c3ccccc3)n[nH]c2n1,.,19%[9.22 µM],11%,-1%,2%,-41%,3%
CC(C)n1nc(CC(=O)O)c2ccccc2c1=O,.,21%[9.22 µM],-2%,3%,3%,-2%[10 µM],0%
O=C(NC12CC3CC(CC(C3)C1)C2)c1cccnc1,2%,-8%,-7%,3%,0%[38.3 µM],-1%,-7%
COc1cc2c(cc1OC)CN(C(=O)c1ccc(S(=O)(=O)N3CCCCC3)cc1)CC2,1%,9%,-20%,-19%,0%,11%[10 µM],-2%
CSc1nc(SCC(=O)NC(c2ccccc2)c2ccccc2)c2c3c(sc2n1)CN(C)CC3,10%,?,3%,-27%,5%[38.3 µM],-58%[inhibitor],12%
CCCCC(CC)C(=O)Nc1ncc([N+](=O)[O-])s1 (centres undefined),.,-7%[9.22 µM],.,4%,-1%,0%[10 µM],-1%
CCOC(=O)C(=O)Nc1ccc(OCc2ccccc2)cc1,-4%[46 µM],37%[9.22 µM],.,1%,7%,9%[10 µM],-11%
CC(C)C(=O)NN(C(=O)c1ccccc1)c1ccccc1,.,-5%,15%,-2%,-10%,-15%,2%
CC(C)(C)C(=O)Nc1ccc(C(=O)NNC(=O)Cc2ccccc2)cc1,5%,-2%,4%,6%,3%,20%[10 µM],2%
COc1ccccc1NC(=O)Cn1nc(Cc2cccnc2)c2ccccc2c1=O,.,-21%[9.22 µM],.,3%,.,-12%[10 µM],.
Cc1ccccc1Br,.,.,2%,5%[21.7 µM],10%,-6%,.
CCOC(=O)N1CCN(c2c(NCc3ccc(Cl)cc3)c(=O)c2=O)CC1,?,3%,-14%,0%,-10%[38.3 µM],-109%[inhibitor],0%
O=C1CCN(S(=O)(=O)c2ccccc2)C2CCCCC12 (centres undefined),-8%,-11%,-26%,7%,3%,13%[10 µM],-3%

Record cards, from the list above:
CCOC(=O)N1CCN(c2c(NCc3ccc(Cl)cc3)c(=O)c2=O)CC1 is listed with LMNA splice mod = ?; HttQ103 aggreg = 3%; SMN2 splice enh = -14%; CBFb RUNX1 block = 0%; IMPase Li inh = -10%[38.3 µM]; HTT cytoprotect = -109%[inhibitor]; Luc counter = 0%
O=C(NC12CC3CC(CC(C3)C1)C2)c1cccnc1 is listed with LMNA splice mod = 2%; HttQ103 aggreg = -8%; SMN2 splice enh = -7%; CBFb RUNX1 block = 3%; IMPase Li inh = 0%[38.3 µM]; HTT cytoprotect = -1%; Luc counter = -7%

Additional results:
SMILES,LMNA splice mod,HttQ103 aggreg,SMN2 splice enh,CBFb RUNX1 block,IMPase Li inh,HTT cytoprotect,Luc counter
Cc1ccc(NC(=O)CCCN2C(=S)NC(C)(C)CC2C)cc1 (centres undefined),-23%[46 µM],-2%,4%,2%,-2%,-36%,1%
CCOc1ccccc1/C=c1\sc2nc(-c3ccco3)nn2c1=O,0%,14%,20%,1%,32%[activator][38.3 µM],-22%[10 µM],-3%
OCCN1CCN(c2nc(-c3ccccc3)c3cc(Cl)ccc3n2)CC1,4%,-5%,-37%[inhibitor],14%,23%[38.3 µM],-26%[0.074 µM],-2%
C=CCOC(=O)C(=O)/C=C/c1csc2ccccc12,.,-12%[9.22 µM],.,-10%,11%,7%[10 µM],.
c1cc(CSc2nnc(-c3ccc4c(c3)OCO4)o2)ccn1,-5%,-5%,6%,1%,3%[38.3 µM],-4%[4.97 µM],0%
Cc1cn(COC/C=C/c2ccccc2)c(=O)[nH]c1=O,8%,-2%,3%,0%,-6%[38.3 µM],0%[10 µM],-1%
Cc1ccc(/C=C2/NC(=O)N(Cc3ccccc3F)C2=O)s1,.,39%,.,9%,-12%,-46%,.
Cc1ccc(CNC(=O)c2ccc[nH]2)cc1,7%[46 µM],21%[9.22 µM],5%,-3%,-5%,-26%[1.9 µM],-3%
O=C(NCc1cccs1)C1CC1,.,2%,-6%,-1%,-5%,?,0%
COc1ccc([N+](=O)[O-])c(OC)c1C(=O)Nc1ccc(F)cc1F,.,21%[9.22 µM],.,-3%,.,25%[10 µM],.
Cc1c(C(=O)NCC2CCCO2)cccc1[N+](=O)[O-] (centres undefined),-8%,19%,3%,3%,-10%,1%[10 µM],0%
N=C1C(c2nc3ccccc3c(=O)[nH]2)=C(O)CN1CCO,10%,-1%,-6%,-4%,7%[38.3 µM],15%,1%
CCCCN1C(=O)CC(Sc2ncccc2C(=O)O)C1=O (centres undefined),19%[46 µM],14%[9.22 µM],3%,-3%,4%,-6%,3%
O=C(O)CC(CC(=O)Nc1ccc(Oc2ccccc2)cc1)c1ccccc1 (centres undefined),11%[46 µM],7%[9.22 µM],.,-28%,.,8%[10 µM],.
Cc1nn(-c2ccc(F)cc2)c(Cl)c1/C=C(\CC(=O)O)c1nc2ccccc2s1,3%,3%,-21%,1%,15%[38.3 µM],-21%,-2%
Cc1ccc(NC(=O)c2ccc(NCC3CCCO3)c([N+](=O)[O-])c2)cc1Cl (centres undefined),?,23%,-5%,0%,22%[38.3 µM],-20%,-6%
Brc1ccc(OCc2ccccc2)c(CNCC2CCCO2)c1 (centres undefined),9%[46 µM],-17%,-11%,-2%,15%,7%[10 µM],2%
O=C(CCl)N=c1sccn1Cc1ccccc1Cl,.,-4%[9.22 µM],.,5%,.,10%[10 µM],.
COc1cccc(C(=O)Nc2cc(-c3cn4cccnc4n3)ccc2C)c1,?,7%,-1%,-5%,-6%,-31%[inhibitor],1%
CCOC(=O)c1ccc2c(c1)nc(SCC(=O)c1cc3ccccc3o1)n2CC,-2%,6%,-13%,-7%,0%[38.3 µM],3%,0%

Compound activity from PubChem.
